inhibitors of VEEV – inhibitors of VEEV TC-83 cytopathic effect, confirmation, Vero cells (AID 588727). inhibition, % at 20 µM; hits with a dose series show IC50 in µM. 350,000 compounds, 0.13% hits. Vero cells, VEEV TC-83 cytopathic effect inhibition; higher % means a stronger effect; in the data active = a potency from the dose series; inconclusive = inhibition mostly from about 14% at the one dose, without a potency; inactive = the rest, 99 in 100 with inhibition below about 12%; also: strong numbers were not always called active
Salmonella PhoP GFP – Inhibition of PhoP regulon, Salmonella typhi GFP reporter cells, confirmation, 4 h (AID 1850); Salmonella Typhi PhoP-promoter GFP reporter, fluorescence, 4 h; higher % means a stronger effect; one-dose inhibition, % at 50 µM; IC50 in µM for titrated hits; 310,000 compounds, 0.33% hits; in the data active = a potency from the dose series; inconclusive = inhibition mostly from about 25% at the one dose, without a potency; inactive = the rest, 99 in 100 with inhibition below about 19%;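 also: 0% = induced wells with vehicle and 100% = uninduced wells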
influenza NS1A – H1N1 influenza NS1A inhibitors, functional cell based assay (AID 504329). NS1A functional cell-based assay, percent inhibition; higher % means a stronger effect. 340,000 compounds, 0.3% hits. inhibition, % at 12.5 µM, or IC50 in µM where a hit was titrated; in the data active = a potency from the dose series; inconclusive = inhibition above about 27% without an active follow-up result; also: strong numbers were not always called active
M. tuberculosis HTS – M. tuberculosis growth inhibition, HTS (AID 449762). M. tuberculosis H37Rv growth inhibition, 7H9 media; higher % means a stronger effect. inhibition, % at 25 µM, or IC50 in µM where a hit was titrated. 330,000 compounds, 0.59% hits; in the data active = a potency from the dose series; inconclusive = inhibition above about 70% without an active follow-up result;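 also: bacterial growth assessed after seven days of incubation; strong numbers were not always called active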
tuberculosis growth – growth inhibition of non-replicating M. tuberculosis (AID 488890). inhibition, % at 25 µM; hits with a dose series show IC50 in µM. Mycobacterium tuberculosis non-replicating, growth inhibition; higher % means a stronger effect. 320,000 compounds, 0.39% hits; in the data active = a potency from the dose series; inconclusive = inhibition mostly from about 82% at the one dose, without a potency; inactive = the rest, 99 in 100 with inhibition below about 76%;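 also: plate controls were DMSO cells for no effect and high antibiotic wells for full effect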
inhibitors of VEEV 10K pilot screen – also measured in inhibitors of VEEV; calls as there; inhibition, %; measured here: 10K pilot screen inhibition
Starred values were filed as active, the others as inactive; i = inactive; ? = inconclusive; / = no result given.

SMILES	inhibitors of VEEV	Salmonella PhoP GFP	influenza NS1A	M. tuberculosis HTS	tuberculosis growth	others
CCC(C)c1ccc(NC(=O)CN(C)CC(=O)Nc2cccc(OC)c2)cc1 (centres undefined)	0.5%	7.8%	-10.2%	50.7%	53.0%
COc1ccc(Cn2c(-c3ccco3)nc3oc4ccccc4c(=O)c3c2=O)cc1	1.7%	5.8%	9.2%	-4.5%	-14.4%
CCOC(=O)n1c(=O)n(Cc2cccc(C)c2)c2ccccc21	0.4%	-3.2%	5.1%	-1.0%	0.0%
COc1cc(CCCN2CCNC[C@@H]2c2ccccc2)cc(OC)c1OC	1.1%	/	-16.8%	-0.5%	-9.9%
CCOC(=O)c1ccccc1NC(=O)C1CSC2(C)CCC(=O)N12 (centres undefined)	i	-0.8%	6.0%	-4.2%	17.5%
COC(=O)CCCNC(=O)c1ccc(S(=O)(=O)NCc2ccco2)cc1	1.0%	2.5%	-5.2%	-0.6%	-3.8%
Cn1c(CNC2CCCCC2)c(C#N)c2ccccc21	3.7%	-2.0%	-7.6%	1.6%	6.2%
CCCCC(=O)Nc1ccc(C(=O)Nc2nc(CC(=O)OCC)cs2)cc1	0.4%	-9.7%	4.3%	24.8%	21.9%
CCCCCCCCCCCCCCCC[N+](C)(C)Cc1ccc(F)cc1	i	/	-5.8%	/	/
Cc1ccc(NC(=O)c2cc(-n3cnnc3)ccc2Cl)c(C)c1	0.8%	-1.2%	0.8%	5.5%	-26.9%
O=C1CCC[C@@H]2CC(Nc3ccc(F)cc3F)C[C@@H]3CCN1[C@H]23 (some centres undefined)	0.2%	/	-2.0%	/	/
CCn1c(=O)cc(O)c2c(=O)n(C)c(=O)n(C)c21	i	-4.7%	2.5%	-3.1%	-14.8%
CCOC(=O)N1CCN(S(=O)(=O)c2ccc(F)c(C(=O)Nc3ccc(C(C)C)cc3)c2)CC1	0.3%	6.1%	-3.3%	14.3%	4.8%
N#Cc1ccc(NC(=O)c2nc(-c3ccccc3)n(-c3ccccc3)n2)cc1	0.6%	-9.1%	6.5%	4.9%	-5.2%
Cc1ccc(C(=O)NCC(=O)OCC(=O)N2CC(C)OC(C)C2)cc1 (centres undefined)	0.8%	-2.4%	-5.0%	-0.9%	-4.0%
O=C(CN1C(=O)CCSc2ccccc21)Nc1cccc(F)c1	1.8%	0.0%	0.9%	-1.1%	2.4%
COc1ccc(/C=C2/C(=O)N(c3ccccc3)N=C2C)c(OC)c1	1.3%	-0.2%	2.1%	4.4%	4.7%
Cc1c(C(=O)Nc2cccc(S(=O)(=O)N3CCCC3)c2)oc2ccccc12	0.7%	11.8%	-0.1%	2.7%	-0.5%
Cc1onc(-c2ccccc2)c1C(=O)NN1CCOCC1	1.4%	/	-9.6%	-4.9%	0.8%
CCOC(=O)N1CCN(S(=O)(=O)c2ccc(C(=O)N(CCN(CC)CC)c3nc4c(C)cccc4s3)cc2)CC1	2.7%	-12.4%	-6.2%	-2.7%	-8.8%
O=c1c2ccccc2sn1-c1ccc(S(=O)(=O)N2CCCC2)cc1	0.5%	-5.8%	-7.0%	-6.5%	69.7%
CCCc1nnc(SCc2ccc(C(=O)OC)o2)n1N	i	-0.4%	-8.2%	-2.7%	-7.5%
Cc1sc2ncnc(N(C)CCc3ccccn3)c2c1C	6.5%	6.5%	-0.1%	2.5%	-1.8%
CC(C)NS(=O)(=O)c1ccc(NC(=O)c2cccnc2)cc1	0.9%	-8.3%	3.6%	-9.6%	-5.6%
CC(C)C(=O)Nc1ccc2c(c1)nc(CCN1CCN(C)CC1)n2C	2.0%	-3.2%	10.1%	5.2%	11.9%
CC(=O)C12CC(C)=C(C)CC1CC1C3CCC4=CC(=O)CCC4(C)C3CCC12C (centres undefined)	2.7%	7.5%	/	20.5%	44.4%
CCCNC(=O)C1(CC2CC(c3ccccc3)=NO2)CCN(C(=O)C2(C)CC2)CC1 (centres undefined)	0.2%	-2.6%	-5.6%	1.5%	-5.0%
Cc1cccc(N2CCN(C(=O)c3ccc(CS(=O)Cc4ccc(Cl)cc4)o3)CC2)c1C (centres undefined)	3.1%	5.6%	3.7%	5.3%	33.1%
COc1ccc(C(=O)OCC(=O)c2ccc(C)c(S(=O)(=O)N3CCOCC3)c2)cc1OC	1.2%	8.5%	-8.6%	1.4%	-3.3%
CC(Sc1ccsc1[N+](=O)[O-])C(=O)NCCc1ccc(Cl)cc1 (centres undefined)	5.3%	-1.3%	15.1%	-1.2%	33.9%
Cc1ccc(S(=O)(=O)N(C)C)cc1NC(=O)COC(=O)c1ccc2c(c1)OCO2	i	1.4%	1.0%	3.4%	-9.1%
CC(C(=O)NCC1CCCCC1)N(C)CC(=O)Nc1ccc(N2CCOCC2)cc1 (centres undefined)	0.8%	-1.7%	0.8%	3.1%	6.1%
Cn1c(=O)c2c(nc(SCc3ccc(F)cc3)n2C)n(C)c1=O	1.1%	-6.8%	2.4%	-1.0%	23.1%
COc1ccc(NC(=O)CSc2nc3c(cc2C#N)CN(C)CC3)cc1	1.4%	15.4%	1.2%	-3.2%	37.0%
COc1ccc(Cn2c(CCC(=O)NCc3ccco3)nc3cccnc32)cc1	8.2%	-3.7%	0.7%	/	/	inhibitors of VEEV 10K pilot screen=0.4
Cc1cccc(NC(=O)c2cccc(N3C(=O)C4C5CCC(C5)C4C3=O)c2)c1C (centres undefined)	0.8%	-4.1%	-3.3%	-8.7%	-1.7%
Cc1ccc(CCN=c2c([N+](=O)[O-])nn(-c3ccccc3)n2O)cc1	i	11.5%	24.8%	?	?
Cc1ccc(NC(=O)CCN2CCN(CCO)CC2)cc1Br	0.8%	0.7%	6.5%	1.6%	-4.9%
COc1cc2c(cc1OC)NC(=O)C2	0.9%	/	1.9%	/	/
CCC(C)(C)NC(=O)CN(CCc1cccc(C)c1)C(=O)c1csnn1	1.8%	-10.9%	-11.1%	-0.1%	-10.8%
CNC(=O)O/N=C(\N)Cc1csc2ccc(Cl)cc12	5.9%	-12.9%	-1.1%	-7.5%	23.5%
Cc1ccc(C2=NN(S(=O)(=O)c3ccccc3)C(c3ccccc3O)C2)cc1 (centres undefined)	i	/	8.9%	/	/
COC(=O)[C@H](Cc1ccccc1)NC(=O)O[C@@H]1C(=O)c2cc(OC)ccc2O[C@H]1c1ccc(OC)c(Br)c1	/	-6.0%	/	-10.0%	-8.1%
COc1ccc(-c2nnc(Nc3ccc(S(=O)(=O)Nc4nccs4)cc3)c3ccccc23)cc1	0.6%	/	-15.3%	/	/
Cc1ccc(OCC(=O)NNC(=O)C2CCN(c3nccc(C)n3)CC2)cc1	i	-3.0%	-1.2%	12.8%	-9.1%
CCOC(=O)C(NC(C)=O)C(=O)Nc1ccc(C)cc1C (centres undefined)	2.4%	-5.2%	0.1%	-1.1%	-2.0%
CCOC(=O)[C@H]1[C@H]2COc3cc(OC)ccc3[C@@H]2N2C(=O)c3cc(OC)c(OC)cc3NC(=O)[C@@]12C	0.2%	10.0%	3.9%	-3.1%	36.2%	inhibitors of VEEV 10K pilot screen=0.3
COc1ccc(N2CCN(C3CCN(S(=O)(=O)c4ccc(F)cc4)CC3)CC2)cc1	2.1%	11.1%	-8.6%	-0.9%	6.9%
C#CC[N+](C)(C)CC#Cc1ccc(Cl)cc1	1.1%	-6.2%	5.7%	-0.2%	-10.0%
O=C(Nc1ccc(Cl)c(Cl)c1)c1ccco1	0.8%	8.8%	0.9%	38.5%	?

New compounds follow:
SMILES	inhibitors of VEEV	Salmonella PhoP GFP	influenza NS1A	M. tuberculosis HTS	tuberculosis growth	others
CCOc1ccccc1NC(=O)C1CCCN(S(=O)(=O)c2ccc3c(c2)C(C)(C)C(=O)N3C)C1 (centres undefined)	1.2%	-12.1%	-5.5%	-7.8%	33.5%
O=C(C1CCCO1)N1CCN(C(=S)Nc2ccc(Cl)cc2)CC1 (centres undefined)	0.7%	-0.5%	0.1%	0.2%	5.9%
COc1ccc(C2/C(=C(/O)c3cnn(-c4ccccc4)c3C)C(=O)C(=O)N2CCN(C)C)cc1OC (centres undefined)	0.9%	/	10.2%	/	/
CCOP(=O)(Nc1ccc2oc(=O)c3ccccc3c2c1)OCC	0.8%	-5.0%	-5.1%	-6.4%	-6.3%
Cc1ccc(-n2c(C)cc(/C([O-])=C(/C(=S)Nc3ccc(F)c(Cl)c3)[n+]3ccccc3)c2C)cc1	2.8%	-16.6%	13.7%	27.6%	22.9%
CCOc1ccc(CC(=O)Nc2ccc(S(=O)(=O)Nc3cc(C)on3)cc2)cc1OCC	0.6%	2.4%	-5.8%	-3.5%	44.5%
O=C1C2ON(c3ccc(Cl)cc3)C(c3ccco3)C2C(=O)N1c1ccccc1 (centres undefined)	0.1%	-5.7%	-8.3%	-5.5%	2.3%
Cc1nc(-c2ccc3c(c2)CCC(=O)N3)cs1	2.8%	-2.6%	-4.1%	1.3%	-4.0%
O=c1c2ccccc2nc(CNc2ccccc2)n1-c1ccccc1	1.7%	11.3%	-1.0%	-4.7%	16.7%
Cc1cccc(C(C(C(=O)c2ccccc2)N2CCOCC2)N2CCOCC2)c1 (centres undefined)	12.0%	/	-9.7%	/	/
CC(C)n1c(O)c(N=NC(=O)CNC(=O)CCc2ccccc2)c2ccccc21	0.8%	-2.3%	-18.8%	-5.5%	14.7%
O=C(Nc1ccc(CN2CCCCC2)cc1)c1ccc2c(c1)OCO2	1.9%	16.1%	-4.6%	-8.3%	11.3%
COC(=O)c1ccc(N2CCN(C(C)=O)CC2)c(NC(=O)COc2ccccc2C)c1	9.0%	-4.3%	-4.3%	6.6%	3.1%
O=C(Nc1cc(S(=O)(=O)N2CCOCC2)ccc1N1CCOCC1)c1cn2ccccc2n1	6.2%	14.2%	-0.3%	8.6%	4.6%
CCOc1ccc(-n2cnc3scc(-c4ccc(OC)c(OC)c4)c3c2=O)cc1	8.2%	-3.1%	8.7%	-4.8%	9.8%
COc1cc(C(=O)NCc2ccccc2)ccc1OC(F)F	0.6%	0.2%	2.3%	3.8%	40.9%
Cc1cc(C)c(S(=O)(=O)n2ccc(-c3ccc(OCCN(C)c4ccccn4)cc3)n2)c(C)c1	4.3%	-1.4%	2.2%	14.7%	2.4%
CC(=O)N1CCc2c(sc(NC(=O)c3ccc(S(=O)(=O)N(C)C)cc3)c2C#N)C1	2.8%	-3.5%	3.6%	-0.4%	/
Cc1cc(C)n2ncc(-c3cccc(Br)c3)c2n1	0.6%	-10.8%	-20.6%	15.2%	19.4%
C#CCOC(=O)Nc1ccc(OCC(F)(F)F)nc1	1.3%	9.5%	-1.0%	39.2%	26.1%

The closing 2 entries of the section above lead into the next:
SMILES	inhibitors of VEEV	Salmonella PhoP GFP	influenza NS1A	M. tuberculosis HTS	tuberculosis growth	others
Cc1cc(C)n2ncc(-c3cccc(Br)c3)c2n1	0.6%	-10.8%	-20.6%	15.2%	19.4%
C#CCOC(=O)Nc1ccc(OCC(F)(F)F)nc1	1.3%	9.5%	-1.0%	39.2%	26.1%
CNC(=O)CN(C)S(=O)(=O)c1ccc(OC)c(Cl)c1	0.4%	3.0%	-1.3%	-9.3%	0.2%
CCOC(=O)c1ccc(NC(=O)C2CCC(CNc3c(N4CCOCC4)c(=O)c3=O)CC2)cc1 (centres undefined)	0.4%	23.9%	-8.6%	-10.3%	-6.5%
N#CC1(c2ccccc2)CCCN1C(=O)c1ccc(Br)o1 (centres undefined)	i	3.7%	-2.3%	0.1%	12.6%
Cc1cc2oc(=O)sc2cc1NS(=O)(=O)c1ccccc1	1.0%	6.7%	-7.1%	-4.4%	1.3%
Cc1cc(=O)c2cc(Br)ccc2n1CC(=O)NCc1ccccc1	1.5%	-1.2%	-0.8%	?	?
O=C(CN1CCCCC1)Nc1c2c(nc3ccccc13)N(c1ccccc1)CC2	0.2%	0.8%	-2.5%	-4.9%	-1.6%

Six entries already listed, ordered by count of non-hydrogen atoms, rising:
SMILES	inhibitors of VEEV	Salmonella PhoP GFP	influenza NS1A	M. tuberculosis HTS	tuberculosis growth	others
Cc1cc(C)n2ncc(-c3cccc(Br)c3)c2n1	0.6%	-10.8%	-20.6%	15.2%	19.4%
C#CCOC(=O)Nc1ccc(OCC(F)(F)F)nc1	1.3%	9.5%	-1.0%	39.2%	26.1%
Cc1cc2oc(=O)sc2cc1NS(=O)(=O)c1ccccc1	1.0%	6.7%	-7.1%	-4.4%	1.3%
Cc1cc(=O)c2cc(Br)ccc2n1CC(=O)NCc1ccccc1	1.5%	-1.2%	-0.8%	?	?
O=C(CN1CCCCC1)Nc1c2c(nc3ccccc13)N(c1ccccc1)CC2	0.2%	0.8%	-2.5%	-4.9%	-1.6%
CCOC(=O)c1ccc(NC(=O)C2CCC(CNc3c(N4CCOCC4)c(=O)c3=O)CC2)cc1 (centres undefined)	0.4%	23.9%	-8.6%	-10.3%	-6.5%
